# DTT redox prof – compounds producing H2O2 with reducing agent – biochemical, NIH compound library profiling, artefact control for MLSCN library redox annotation, primary screen; actives 0.03% (n = 200,000); DTT-dependent redox cycling H2O2, phenol red/HRP absorbance; 100% = 100 µM peroxide control, 0% = buffer; activation, % at 10 µM;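 active = activation of at least 50% relative to the plate's high and low controls in the primary single-dose screen; inactive = activation below 50%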;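 note: compound incubated with DTT at 0.8 mM final as the reducing agent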
# S1P3 antag – S1P3 receptor antagonists, primary screen, cell-based | Sphingosine 1-phosphate receptor 3 (Homo sapiens), Q99500 | CHO S1P3 NFAT-BLA reporter, FRET fluorescence, antagonist mode | inhibition, % at 4.98 µM | actives 0.27% (n = 170,000);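 active = inhibition above the plate cutoff, the mean inhibition of test wells on that plate plus 3 SD, cut at about 28% in these data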;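 note: cells challenged with S1P at its EC80 of 0.8 µM; blue over green emission ratio from cleaved BLA substrate after 4 h stimulation; 0% = S1P-stimulated wells and 100% = unstimulated DMSO-only wells; some compounds past the cut are filed as inactive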
# Target sequence (Q99500 whole entry, looked up): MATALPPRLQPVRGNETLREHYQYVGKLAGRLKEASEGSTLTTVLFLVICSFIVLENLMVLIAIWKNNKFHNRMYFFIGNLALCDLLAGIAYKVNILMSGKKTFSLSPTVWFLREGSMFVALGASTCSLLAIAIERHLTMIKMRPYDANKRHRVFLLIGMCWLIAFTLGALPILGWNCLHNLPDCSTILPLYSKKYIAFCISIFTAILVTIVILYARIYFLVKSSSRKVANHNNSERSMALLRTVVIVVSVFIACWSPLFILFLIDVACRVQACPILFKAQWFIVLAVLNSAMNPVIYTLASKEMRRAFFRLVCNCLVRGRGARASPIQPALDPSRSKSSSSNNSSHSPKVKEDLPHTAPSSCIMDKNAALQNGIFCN
# TNAP inh hi DEA – human TNAP enzyme inhibitors, primary screen, biochemical, luminescent, high phosphate acceptor level, uHTS | inhibition, % at 20 µM | purified TNAP, CDP-star luminescence, 1 M DEA | actives 0.03% (n = 200,000) | AID 1135, 2008 | Alkaline phosphatase, tissue-nonspecific isozyme (Homo sapiens), P05186;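 active = over 50% inhibition of tissue-nonspecific alkaline phosphatase at 20 µM in the single-dose screen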;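 note: plate controls were DMSO wells for no effect and EDTA-quenched wells as full inhibition for full effect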
# PMI act satM6P – human PMI activators, high substrate, primary screen, biochemical, fluorescence intensity, near-saturating mannose 6-phosphate; Mannose-6-phosphate isomerase (Homo sapiens), P34949; coupled PMI enzyme assay, resazurin fluorescence, 20 min; active compounds read high; 1 = untreated enzyme, 0 = substrate-free blank; activation factor at 20 µM; actives 0.34% (n = 190,000); AID 1216, 2008;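 active = activation factor of 2 or more at 20 µM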
# Target sequence (P34949 whole entry, looked up): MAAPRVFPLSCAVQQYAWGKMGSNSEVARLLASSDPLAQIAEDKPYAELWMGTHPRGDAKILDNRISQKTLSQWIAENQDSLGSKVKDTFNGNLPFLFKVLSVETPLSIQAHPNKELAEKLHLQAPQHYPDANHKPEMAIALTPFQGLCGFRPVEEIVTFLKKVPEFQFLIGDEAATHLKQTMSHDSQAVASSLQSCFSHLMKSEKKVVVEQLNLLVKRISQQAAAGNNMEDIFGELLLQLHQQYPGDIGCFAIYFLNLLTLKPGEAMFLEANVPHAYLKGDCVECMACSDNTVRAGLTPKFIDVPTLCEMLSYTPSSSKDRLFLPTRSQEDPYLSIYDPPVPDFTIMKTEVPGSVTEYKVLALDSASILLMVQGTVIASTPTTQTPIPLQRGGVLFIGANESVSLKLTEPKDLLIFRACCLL
#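 Material: human phosphomannose isomerase with PGI, G6PDH, diaphorase coupling enzymes; amount: PMI at 15 ng/mL final; also added: Mannose-6-phosphate 1.0 mM (near-saturating) plus 0.22 mM NADP+; incubation: enzyme reaction with compound 20 min at room temperature; signal: resorufin fluorescence (Ex 544/Em 590 nm) from resazurin via diaphorase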
# HMGR II inh – inhibitors of E. faecalis class II HMGR, primary screen, biochemical, Enterococcus faecalis | purified E. faecalis HMGR, NADPH absorbance 340 nm kinetic | HMG-CoA reductase (Enterococcus faecalis, mvaE) | actives 0.41% (n = 190,000) | inhibition, % at 10 µM;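 active = inhibition above a set limit, the median over all tested compounds plus 3 SD, cut at about 9.5% in these data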;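 note: enzyme runs in reverse so mevalonate oxidation gives rising NADPH absorbance; 0% = complete reaction with DMSO and 100% = background rate lacking mevalonate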
# Hsp70 activator – Hsp70 transcriptional activators, primary screen, cell-based, HeLa, Hsp70 promoter luciferase, luminescence, 10 µM; HeLa Hsp70 promoter luciferase reporter; scaled: vehicle 0, proteasome-inhibitor control 100%; activation, % at 10 µM; actives 0.04% (n = 200,000);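 active = activation above the mean across all tested compounds plus 3 SD, cutoff set per campaign, cut at about 5.5% in these data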;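 note: 100% = MG132 at 30 µM as the positive control and 0% = DMSO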
# RAM network inh – inhibitors of the yeast RAM network, primary screen, dse1pr::URA3 reporter, 5-FOA selection; S. cerevisiae dse1pr::URA3 reporter, 5-FOA growth OD615, 2 d; analog-sensitive cbk1-as2 kinase mutant strain; inhibition, % at 50 µM; actives 1.8% (n = 190,000);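 active = inhibition above a set limit, 3 SD over mean compound inhibition, cut at about 8.4% in these data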;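 note: 0% = DMSO-only wells with no growth and 100% = 10 µM 1-NA-PP1 full growth; inhibition rescues growth on 5-FOA so higher OD means more RAM inhibition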
# PMI act – activators of human PMI, primary screen, biochemical, fluorescence intensity, near-Km mannose 6-phosphate | Mannose-6-phosphate isomerase (Homo sapiens), P34949 | purified human PMI, coupled resazurin fluorescence, 20 min; active compounds read high; 1 = vehicle control, 0 substrate-free wells | activation factor at 20 µM | actives 0.005% (n = 190,000);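 active = activation factor of 2 or more at 20 µM, relative to plate controls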
# TNAP inh noacc – human TNAP enzyme inhibitors, primary screen, biochemical, luminescent, no phosphate acceptor, uHTS | inhibition, % at 20 µM | purified TNAP, CDP-star luminescence, 30 min | actives 0.26% (n = 200,000) | AID 1012, 2008;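 active = tissue-nonspecific alkaline phosphatase inhibition above about 50% at 20 µM in the single-dose screen, limit read from the data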;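 note: 0% = DMSO negative control and 100% = EDTA positive control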
# Lmaj promast – Leishmania major promastigote growth inhibition, primary screen. inhibition, % at 10 µM. actives 9% (n = 200,000). Leishmania major promastigotes, resazurin fluorescence viability; in the data active = inhibition above about 50%;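 note: promastigotes grown with compound for 44 hours at 28 °C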
# * = called active by the depositor; / = no result given.
SMILES,DTT redox prof,S1P3 antag,TNAP inh hi DEA,PMI act satM6P,HMGR II inh,Hsp70 activator,RAM network inh,PMI act,TNAP inh noacc,Lmaj promast
O=C(CNC(=O)c1ccccc1)OCc1cc(=O)n2cc(Br)ccc2n1,-0.4,1,-2,1.1,4,-0.2,0.3,1.1,-1,7
O=C(CN(C(=O)C1CSC(=O)C1)c1ccccc1F)NCc1ccc2c(c1)OCO2 (stereo unspecified),2.0,7,-2,1,1,-0.3,2.0,1,1,-5
CCCCN1C(=O)/C(=C2/C=CC=CN2C)SC1=S,-0.1,/,17,1,2,0.0,-1.3,0.9,13,-6
C=CCOc1c(Br)cc(CNc2ccc(NC(=O)C(C)C)cc2)cc1OCC,0.2,-15,1,0.8,-10,-0.5,2.9,0.8,-8,97*
CCCn1c(Nc2nc3ccccc3n2C)nc2ccccc21,11,58*,-5,1,2,0.7,-0.3,1,-8,29
CCCCC(=O)OCC(=O)c1cc(C)n(-c2c(C)n(C)n(-c3ccccc3)c2=O)c1C,-0.1,3,-2,1,-4,0.0,0.8,1,0,-8
c1ccc(NC(=NCc2ccco2)c2ccccc2)cc1,1.6,9,-2,1,-2,0.0,1.0,1.1,-4,18
CCC1(c2ccccc2)C(=O)NCNC1=O,0.4,-1,1,1.1,-7,-0.3,-0.8,1.1,-4,-6
O=C(c1ccc(-c2ccccc2)cc1)N1CCN(c2ncccn2)CC1,-1.4,-13,-2,0.9,-3,-0.6,2.7,0.9,1,-3
CCc1ccc(NC(=S)N(CCN(C)C)C(C)c2ccncc2)cc1 (stereo unspecified),-0.4,5,1,1,-7,-0.3,1.3,1,-2,9
COc1ccccc1NC(=O)CN1CCN(C2c3ccccc3-c3ccccc32)CC1,0.1,15,-14,1,-2,-0.3,0.5,1,-73,58*
O=c1cccc(-c2ccccc2)[nH]1,-0.1,-33,-2,0.9,0,0.1,1.7,1.1,7,-3
C=CCN1CC2(c3ccccc3)CN(CC=C)CC(c3ccccc3)(C1)C2=O,1.0,-20,-6,1,0,0.0,0.6,1,-9,0
CC(C)CCn1nnnc1C(C(C)C)N1CCC(C(N)=O)CC1 (stereo unspecified),2.0,/,-2,1,3,-0.1,-0.2,1,-13,-1
CC(C)CC(=O)Nc1ccc2oc(-c3cccnc3)nc2c1,-10,-42,-2,1,-1,0.1,2.1,1.1,-13,-1
O=C(NNS(=O)(=O)c1ccccc1F)c1cccc(S(=O)(=O)N2CCOCC2)c1,0.2,-8,-1,1,-3,0.5,0.5,1,16,44
O=C(CNC(c1ccccc1)c1ccccc1)Nc1cc([N+](=O)[O-])ccc1Cl,-0.4,-6,-8,0.8,-3,-0.4,2.5,0.9,-11,-2
Cc1ccc(S(=O)(=O)Nc2cc(C(=O)NCCN3CCCC3)ccc2N2CCCCC2)cc1,-2.4,6,-5,0.9,-5,-0.1,0.8,1,-4,99*
CCOc1ccc(C(CC(=O)O)NC(=O)C(Sc2ccccc2)c2ccccc2)cc1 (stereo unspecified),0.0,-6,-2,0.9,-3,0.5,5.2,1,-11,-5
Fc1ccc(NC(=S)Nc2ccccc2N2CCOCC2)cc1Cl,-1.3,-22,-4,1,-2,-0.3,1.3,1,-14,9
O=c1cc(CN2CCC3(CC2)OCCO3)c2c(ccc3ccccc32)o1,2.7,28,-4,0.9,-2,-0.4,0.8,0.8,-7,8
Cc1cccc(NC(=O)c2ccc(OCC3CCCO3)cc2)c1C (stereo unspecified),/,-23,-4,0.9,1,0.3,2.2,1,-7,43
CCCCS(=O)(=O)NC1=NCN(CCOC(=O)c2ccccc2)CN1,1.7,-36,/,/,/,-0.1,/,/,/,-3
Cc1ccc(N2CCN(C(=S)c3ccc(-c4cccc([N+](=O)[O-])c4)o3)CC2)cc1,1.2,1,-3,0.7,-1,0.1,3.6,0.9,-9,-2
COc1ccc(-n2cnc3sc4c(c3c2=O)CCCC4)cc1,-2.0,-3,-4,0.9,-3,-0.1,0.4,0.9,-14,23
CSc1nsc(SC)c1NC(=O)N1CCCCC1,0.2,/,-6,1.1,-2,-0.4,-0.1,1.1,-7,-4
Cc1cccc(NC(=O)Cn2cc(C(=O)c3ccco3)c3ccccc32)c1,-1.1,/,-6,0.9,1,-0.1,2.6,1,-12,5
CCCCCn1c(Sc2ncccn2)nc2c1c(=O)[nH]c(=O)n2C,1.1,-20,-4,1.1,-5,-0.2,-0.9,1.1,-6,-6
Cn1c(=O)c2c(nc(OCc3cccnc3)n2Cc2c(F)cccc2Cl)n(C)c1=O,0.4,-21,-2,1,0,-0.2,0.9,0.9,-10,4
O=C1CCCC2=C1C(c1ccncc1)n1c(nc3ccccc31)N2 (stereo unspecified),0.6,-9,-3,1,1,0.0,1.4,1.1,20,-7
CC(C)CCOCC(O)CCC(=O)NNC(=S)Nc1ccccc1 (stereo unspecified),-0.1,4,5,0.8,0,-0.1,2.5,0.8,-48,-9
COc1ccc(NC(=O)CC2Oc3ccccc3NC2=O)cc1 (stereo unspecified),-0.5,-14,1,0.9,4,-0.4,1.3,0.9,-8,-4
CCOC(=O)Cc1cc(=O)n2[nH]c(C)c(-c3ccc(Cl)cc3)c2n1,2.8,/,-8,1.1,-4,-0.3,0.8,1.1,0,-1
COc1cccc(OCCCN2CCN(S(=O)(=O)c3ccc(NC(C)=O)cc3)CC2)c1,0.1,/,-4,1.1,3,-0.2,0.9,1.1,-13,68*
O=S(=O)(Nc1cccnc1)c1ccc2c(c1)OCCO2,3.3,20,0,1,3,-0.5,1.5,1,-3,-8
COc1ccc(CC(=O)Nc2nc3ccccc3s2)cc1S(=O)(=O)N1CCOCC1,0.0,4,-1,1,0,-0.2,0.8,1,-7,3
C=CCn1c(SCc2cc(=O)n3ccsc3n2)nnc1C1CCCCC1,0.9,-15,-1,0.9,-1,-0.2,0.5,0.9,-2,-3
N=C1c2ccccc2CN1NC(=O)c1cccc(S(=O)(=O)N2CCCC2)c1,0.3,-11,2,1.1,-3,-0.4,2.2,1,-7,-4
COc1cc(NC(=O)CSc2c3c(nc4ccccc24)CCC3)cc(OC)c1OC,2.3,-2,0,1,-5,-0.3,-0.6,0.9,2,16
CCn1c(SCC(=O)Nc2nc3ccccc3s2)nnc1-c1ccc(OC)cc1,-0.6,0,4,0.9,-4,-0.3,9.8*,0.9,3,-1
COC(=O)CNC(=O)CN1c2cccc3cccc(c23)S1(=O)=O,-0.3,/,-6,0.9,-7,-0.3,2.7,0.9,-6,-5
COC(=O)Nc1sc2c(c1C(N)=O)CCC(C)C2 (stereo unspecified),-1.4,5,-6,0.4,0,-0.4,-1.4,0.5,-15,-4
CCOc1cccc(/C(O)=C2/C(=O)C(=O)N(Cc3cccnc3)C2c2ccco2)c1 (stereo unspecified),6.0,/,1,1.7,-6,-0.2,0.1,1.3,0,-8
O=C(CN1CCc2ccccc2C1)Nc1cccc(S(=O)(=O)N2CCCC2)c1,-3.1,-18,-6,0.9,5,0.1,2.2,1,-13,-4
NC(=O)CC[C@@H]1NC(=O)[C@H](CO)NC(=O)c2cc([N+](=O)[O-])cc(I)c2NCC[C@@H](C(N)=O)NC(=O)[C@H](Cc2ccc(O)cc2)NC1=O,0.1,-20,-3,1.1,2,-0.1,2.7,1.2,-6,-2
Cc1cc(C(F)(F)F)c2c(=O)[nH]c(=O)n(Cc3ccccc3)c2n1,2.2,-14,-6,0.9,-5,-0.1,2.4,1,2,6
O=c1[nH]c2cc3c(cc2cc1C(c1nnnn1CC1CCCO1)N1CCCC1)OCO3 (stereo unspecified),0.7,-43,1,1.2,1,0.0,1.5,1.1,-10,-3
Cc1ccc(N(CC(=O)N/N=C/c2cccs2)S(C)(=O)=O)cc1Cl,0.3,/,-3,1,-5,-0.3,3.0,0.9,-6,17
O=C(NCc1ccc(F)cc1)C1CCCN1C(=O)NCc1ccccc1 (stereo unspecified),-1.3,-22,-8,1,-1,-0.1,0.3,0.9,-13,0
C=CCN(CC=C)c1nc2ccccc2nc1C(C#N)C(=O)OC(C)C (stereo unspecified),-0.7,/,1,0.7,-2,-0.1,0.9,0.9,-8,7
CCOC(=O)CSC1=N/C(=C\c2ccc(OC)c(OC)c2)C(=O)N1C,-0.1,-12,4,1,-5,-0.4,7.2,1,1,2
COCCNC(=O)C(=O)N/N=C(\C)CC(=O)Nc1ccc2c(c1)OCO2,0.0,-13,3,0.9,-3,0.0,0.7,1.1,-8,18
O=C(COC(=O)c1ccccc1Sc1ccc(C(F)(F)F)cc1[N+](=O)[O-])NC(=O)NC1CCCC1,-0.4,2,3,0.8,1,-0.1,7.0,0.7,3,18
Cc1ccc(S(=O)(=O)CCc2nc3ccccc3n2CCC#N)cc1,0.7,/,-5,1.3,1,-0.4,1.6,1.1,-15,11
Cc1cc(C)n(C(=O)c2ccc(S(=O)(=O)NCC3CCCO3)cc2)n1 (stereo unspecified),-0.5,0,-7,1.1,-1,-0.2,0.5,1,-7,0
Cc1cccc(NC(=S)N(CCN2CCOCC2)Cc2cc3cc4c(cc3[nH]c2=O)OCO4)c1,1.0,1,-7,0.9,-3,0.3,-0.3,0.9,-5,-2
CCCCC(=O)NC(=S)Nc1cccc(NC(=O)c2ccco2)c1,0.2,14,0,1,-3,-0.4,-1.9,0.9,-4,45
Clc1ccc(Cl)c(OCc2cc(-c3ccccc3Cl)on2)c1,-6.7,/,-1,0.9,-2,-0.3,3.5,1,-5,-3
CCn1c(Cc2ccccc2)nnc1SCC(=O)Nc1cc(C)on1,2.2,-15,-6,1.1,-2,-0.1,0.0,1.1,0,-4
C=CCC1S/C(=N/N=C/c2cccs2)NC1=O (stereo unspecified),-0.2,-5,-10,1.1,-2,1.4,2.1,1,-9,-5

# Another view of two compounds above.
Structure | DTT redox prof | S1P3 antag | TNAP inh hi DEA | PMI act satM6P | HMGR II inh | Hsp70 activator | RAM network inh | PMI act | TNAP inh noacc | Lmaj promast
COC(=O)Nc1sc2c(c1C(N)=O)CCC(C)C2 (stereo unspecified) | -1.4 | 5 | -6 | 0.4 | 0 | -0.4 | -1.4 | 0.5 | -15 | -4
Clc1ccc(Cl)c(OCc2cc(-c3ccccc3Cl)on2)c1 | -6.7 | / | -1 | 0.9 | -2 | -0.3 | 3.5 | 1 | -5 | -3
